ERAP1 HTS inh = ERAP1 (human) enzyme inhibition | recombinant ERAP1, Leu-AMC fluorescence, 60 min | inhibition, % at 10.7 µM | 0.15% of 340,000 active | AID 652197;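 active = mean replicate inhibition of at least 30%, or all replicates individually reaching that 30% level; inactive = mean below 30% and not every replicate reaching it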;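 also: 0% = neutral control wells and 100% = L-leucinethiol positive control wells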
E-sel inducer = E-selectin induction on HUVECs; P16581; activation, % at 7.58 µM; 0.37% of 260,000 active; AID 686992; HUVEC E-selectin immunofluorescence imaging; normalized: neutral wells 0, TNF-alpha wells 100;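 active = mean E-selectin-positive cell signal at least 10% of the positive control, reached in at least 60% of replicates, without over 20% cell loss; inconclusive = no rule given, readout overlaps actives, possibly toxicity-flagged; inactive = the rest, including those meeting only one limit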;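 also: in these data hits start at about 27%; measured in HUVEC primary endothelial cells; signal is the percent of cells scored E-selectin positive by PE staining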
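Test system: HUVEC; input: 3,000 HUVEC/well; measured by: immunofluorescence imaging; read-out: % PE-positive cells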
PGC1a acetyl inh = PGC1a acetylation modulation, inhibitor mode; 0.17% of 350,000 active; inhibition, % at 15.6 µM; U2OS PGC1a acetylation, AlphaScreen anti-acetyl-lysine; with virally co-expressed GCN5 acetyltransferase;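 active = every replicate shows inhibition of at least 40%; inconclusive = mean inhibition at least 40% but some replicate below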;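 also: 0% = neutral control wells and 100% = positive control wells; some results beyond the cut were filed as inactive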
Cneo AK release = Cryptococcus neoformans lysis via adenylate kinase release | 0.2% of 360,000 active | C. neoformans lysis, adenylate kinase release luminescence, 4 h; normalised: neutral wells 0, clomiphene wells 100 | lysis activity, % at 15 µM | AID 651654;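 active = mean lysis activity across replicates of at least 80%, whatever share of replicates individually reach that level; inactive = mean lysis activity below 80%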
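Material: C. neoformans cells; Schedule: 4 h static compound exposure, 37 °C, read 1 h post-reagent; Measured by: adenylate kinase release luminescence; Read-out: signal increase indicating cell lysis; Controls: Clomiphene as positive lysis control.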
miR122 inh = miR-122 inhibition in Huh7 cells. Huh7 miR-122 Renilla luciferase sensor, 48 h; neutral wells = 0, positive control = 100. activation (reporter increase), % at 12.5 µM. 0.3% of 340,000 active. AID 602342;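 active = mean replicate activation score at least 90 and every replicate individually at or above 90; inconclusive = only one of the two criteria met; inactive = neither criterion met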;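 also: higher luciferase means less miR-122 activity so hits act as miR-122 inhibitors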
RAD54 branch = inhibitors of human RAD54 branch migration; RAD54 Holliday junction branch migration, FAM/BHQ fluorescence; inhibition, % at 10.4 µM; 0.14% of 360,000 active; AID 602329;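 active = mean normalized replicate activity at least 40 and at least half of replicates scoring 40 or more; inconclusive = only one of the two criteria met; inactive = mean below 40 and under half of replicates reaching 40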;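 also: 0% = median of neutral control wells and 100% = median of positive control wells; inhibitors cause a drop in the FAM fluorescence signal; in these data hits start at about 50%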
Target sequence (Q92698 whole entry, looked up): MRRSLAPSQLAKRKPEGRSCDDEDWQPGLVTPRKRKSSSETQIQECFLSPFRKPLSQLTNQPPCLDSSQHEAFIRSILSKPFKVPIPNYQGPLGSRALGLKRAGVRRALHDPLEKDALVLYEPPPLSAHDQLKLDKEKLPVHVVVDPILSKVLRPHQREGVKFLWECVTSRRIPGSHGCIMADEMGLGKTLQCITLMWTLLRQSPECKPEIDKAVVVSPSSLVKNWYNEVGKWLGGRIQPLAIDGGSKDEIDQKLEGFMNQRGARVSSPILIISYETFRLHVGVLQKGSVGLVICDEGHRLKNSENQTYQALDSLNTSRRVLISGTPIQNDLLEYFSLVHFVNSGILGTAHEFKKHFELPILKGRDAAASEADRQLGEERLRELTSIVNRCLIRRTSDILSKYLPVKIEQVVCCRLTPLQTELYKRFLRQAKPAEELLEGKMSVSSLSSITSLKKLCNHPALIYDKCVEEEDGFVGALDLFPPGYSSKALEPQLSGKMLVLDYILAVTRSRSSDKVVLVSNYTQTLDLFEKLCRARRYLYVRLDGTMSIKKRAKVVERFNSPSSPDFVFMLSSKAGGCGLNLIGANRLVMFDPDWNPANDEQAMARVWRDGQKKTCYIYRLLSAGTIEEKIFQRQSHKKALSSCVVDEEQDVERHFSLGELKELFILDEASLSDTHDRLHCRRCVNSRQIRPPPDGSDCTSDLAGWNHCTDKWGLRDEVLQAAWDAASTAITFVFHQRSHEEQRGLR
RAD52 inh = inhibitors of human RAD52 DNA annealing; P43351; recombinant RAD52 DNA annealing, FRET fluorescence; inhibition, % at 18.7 µM; 0.46% of 360,000 active;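 active = every replicate showing at least 50% inhibition; inconclusive = mean inhibition at least 50% but not in every replicate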
PglD DTNB = PglD (C. jejuni) enzyme inhibition | purified PglD enzyme, DTNB colorimetric CoA detection | inhibition, % at 12.5 µM | 0.098% of 360,000 active | AID 602405; in the data active = inhibition above about 16%, passing the limit was not always enough; inconclusive = no clear call, values can overlap the other calls; also: strong numbers were not always called active
Numbers without * were called inactive; ? = inconclusive; / = not tested or not shown; & = joins results of further samples; [ ] = dose if it differs, or a comment.

Start of the data: the first 4 records, to show the layout:
No.	structure	ERAP1 HTS inh	E-sel inducer	PGC1a acetyl inh	Cneo AK release	miR122 inh	RAD54 branch	RAD52 inh	PglD DTNB
1	CCOC(=O)N1CCN(Cc2nc(N)nc(Nc3ccc(OC)cc3)n2)CC1	-1.9	/	5.5	0.1	20.7	8.5	-2.6	-0.1
2	Cc1ncc([N+](=O)[O-])n1Cc1ccccc1	2.6	/	/	4.3	-10.8	-2.5	-11.3	0.6
3	CCOC(=O)C(Sc1nnc2c3ccccc3n(CC)c2n1)C(=O)OCC	/	/	/	-5.1	10.4	-2.9	/	2.3
4	COc1cccc(CNC(=O)CNC(=O)c2cccs2)c1	1.7	1.9	0.3	1.2	-6.6	1.3	-9.8	2.2

All compounds of this part (from the top)
No.	structure	ERAP1 HTS inh	E-sel inducer	PGC1a acetyl inh	Cneo AK release	miR122 inh	RAD54 branch	RAD52 inh	PglD DTNB
1	CCOC(=O)N1CCN(Cc2nc(N)nc(Nc3ccc(OC)cc3)n2)CC1	-1.9	/	5.5	0.1	20.7	8.5	-2.6	-0.1
2	Cc1ncc([N+](=O)[O-])n1Cc1ccccc1	2.6	/	/	4.3	-10.8	-2.5	-11.3	0.6
3	CCOC(=O)C(Sc1nnc2c3ccccc3n(CC)c2n1)C(=O)OCC	/	/	/	-5.1	10.4	-2.9	/	2.3
4	COc1cccc(CNC(=O)CNC(=O)c2cccs2)c1	1.7	1.9	0.3	1.2	-6.6	1.3	-9.8	2.2
5	C/C=C/c1ccc2c(c1)O[C@@H](CN(C)CCC)[C@@H](C)CN([C@@H](C)CO)S2(=O)=O	-0.7	0.1	3.6	1.2	-1.7[16.7 µM]	4.3	10.6	4.4
6	CCCc1nnc(NC(=O)CCC(=O)O)s1	2.2	-0.7	-10.0	-1.2	-3.7	-12.9	-8.6	-1.5
7	COc1ccc(C(C)(O)c2nc(-c3cccc(O)c3)cs2)cc1 (stereo not drawn)	-1.4	0.3	-50.8	-0.7	9.7	8.8	7.8	-1.1
8	COc1ccccc1-c1cc(C(=O)NCc2ccco2)no1	/	/	-5.0	0.0	-1.8	10.3	/	2.7

Following part:
No.	structure	ERAP1 HTS inh	E-sel inducer	PGC1a acetyl inh	Cneo AK release	miR122 inh	RAD54 branch	RAD52 inh	PglD DTNB
9	CN1C[C@@H]2[C@H](c3ccccc31)[C@H](CO)N2C(=O)C1CCCCC1	-0.7	-0.4	5.6	-1.1	0.0[16.7 µM]	5.2	-4.4	-0.1
10	Cc1cccc2sc(NC(=O)CN3C(=O)NC4(CCCC4)C3=O)nc12	2.8	-0.2	-5.1	0.0	-2.1	10.4	-8.9	-1.6
11	Cc1cccc(C(=O)Oc2ccccc2C(=O)N2CCOCC2)c1	0.2	0.4	-4.0	1.7	-2.1	-9.4	-1.2	-5.5
12	CCCNC(=O)C[C@H]1CC[C@@H]2[C@H](COC[C@H](O)CN2C(=O)Nc2c(C)noc2C)O1	-1.5	0.0	0.4	4.4	-6.6[16.7 µM]	-3.6	12.6	-1.0
13	O=C(CNC(=S)N(CCCN1CCOCC1)Cc1cccs1)N1CCOCC1	/	/	/	-0.5	1.3	-3.8	/	-0.1
14	Cc1ccccc1S(=O)(=O)N1[C@@H](c2ccc(Cl)cc2)C(C(=O)O)=CC[C@H]1c1ccc(Cl)cc1	/	15.3	7.4	-8.8	0.0	-8.5	-14.3	3.0
15	O=Cc1cc(-c2ccccc2)[nH]c1-c1ccccc1	4.3	/	7.0	0.3	-2.8	-3.7	-244.6	1.4
16	CCOc1ccc(C(C)=O)cc1CN1C(=O)c2ccccc2S1(=O)=O	0.4	/	-1.3	1.1	-5.2	-7.2	2.6	-0.6

(cont.)
No.	structure	ERAP1 HTS inh	E-sel inducer	PGC1a acetyl inh	Cneo AK release	miR122 inh	RAD54 branch	RAD52 inh	PglD DTNB
17	CC1(C)CC(=O)C(C=NCCCN2CCCC2=O)=C(O)C1	/	/	-0.6	0.1	-4.1	-17.7	/	-3.3
18	COc1ccc(NC(=O)CCC2COc3ccccc3O2)c(OC)c1 (stereo not drawn)	/	/	-8.1	-0.4	1.3	3.1	/	1.1
19	COc1cccc(NC(=O)CSc2nc3ccccc3c(=O)n2CCCC(=O)NCCCN2CCOCC2)c1	2.0	-0.2	-19.7	2.9	-7.9	-3.3	-0.6	-0.5
20	CN1CCCCN2[C@H](C1)[C@@H](c1ccc(Br)cc1)[C@@H]2CO	-1.4	0.0	5.9	1.8	10.8[16.7 µM]	8.7	-1.4	-7.8
21	COc1ccc(C(CNC(=O)c2cc3c(s2)CCC(C)C3)N2CCCC2)cc1 (stereo not drawn)	1.5	/	-2.0	1.6	-5.9	4.9	25.3	-3.5
22	COc1cc2cc(CCOC(=O)c3ccc(C(F)(F)F)cc3)oc(=O)c2cc1OC	/	0.2	-8.4	-0.4	-6.6	2.0	/	-0.9
23	C[C@H]1CN([C@@H](C)CO)C(=O)c2cccc(NS(=O)(=O)c3cccs3)c2O[C@@H]1CN(C)CC1CC1	-1.8	-0.2	13.1	-2.6	0.1[16.7 µM]	-3.8	10.6	-4.9
24	COC(=O)[C@H](C(C)C)N(Cc1ccccc1)S(=O)(=O)CCN1CCCC1	2.3	-0.1	-0.8	-0.9	-5.5	3.8	-80.3	5.2

New compounds follow.
No.	structure	ERAP1 HTS inh	E-sel inducer	PGC1a acetyl inh	Cneo AK release	miR122 inh	RAD54 branch	RAD52 inh	PglD DTNB
25	N#Cc1ccc(-c2ccc([C@H]3[C@@H](CO)N4CCCCN(C(=O)Nc5ccc(F)cc5)C[C@H]34)cc2)cc1	1.9	-0.5	-20.5	3.0	-8.1[16.7 µM]	-3.6	-8.3	7.5
26	Cc1ccc(NC(=S)N(CCN(C)C)C(C)c2cccnc2)cc1 (stereo not drawn)	-1.1	12.5	8.2	/	-6.4	/	-0.7	/
27	Clc1c(Cl)c(Cl)c2n[nH]nc2c1Cl	2.7	-0.4	0.7	/	/	/	-10.6	/
28	CC1C(=O)CC2C3(C)CCC2(C(C)C(=O)O)C(=O)C13 (stereo not drawn)	0.2	/	7.9	0.5	4.9	5.6	-11.4	2.0
29	CS(=O)(=O)N(CCc1ccccc1)CC(=O)Nc1ccccc1	-1.0	5.1	-10.1	-2.4	4.9	1.3	-8.1	6.2
30	O=C(Nc1nnc(S(=O)(=O)N2CCCC2)s1)c1ccccc1Cl	4.2	0.0	9.8	1.7	-3.5	0.3	-17.3	3.7
31	CC(C)COCC1CC2(CC(C)(c3csc(N)n3)OC2=O)C(=O)O1 (stereo not drawn)	/	/	-7.4	-2.6&-4.3	-7.6	-2.2&3.6	/	11.2&-2.5
32	C[C@H](CO)N1C[C@H](C)[C@H](CN(C)CC2CC2)Oc2c(NS(=O)(=O)c3cccs3)cccc2C1=O	-0.9	0.8	10.9	-1.9	0.4[16.7 µM]	1.7	14.8	-3.0

The results go on:
No.	structure	ERAP1 HTS inh	E-sel inducer	PGC1a acetyl inh	Cneo AK release	miR122 inh	RAD54 branch	RAD52 inh	PglD DTNB
33	COCc1cccc(-c2csc(C(O)c3cccc(OC)c3)n2)c1 (stereo not drawn)	0.1	-0.2	/	-0.8	4.1	1.9	-6.3	-1.8
34	NCCCC[C@H]1CNC(=O)C(=O)N1CCc1cccc2ccccc12	3.5	0.1	/	-0.6	28.0	8.4	-10.7	0.3
35	O=C(NCc1csc(-c2cccs2)n1)c1cccc(Cl)c1	-1.5	0.2	?	/	/	/	-16.7	/
36	C[C@@H]1CN([C@@H](C)CO)C(=O)c2cc(-c3cccc(F)c3)cnc2O[C@@H]1CN(C)Cc1ccccc1	0.5	-0.3	12.6	-5.2	7.8[16.7 µM]	-1.3	10.9	0.1
37	CCOC(=O)C1CCN(S(=O)(=O)c2cccc(-c3cn4cccnc4n3)c2)CC1	/	/	-4.9	0.2	2.4	2.8	/	-1.7
38	O=C1CCCN1C(=O)COc1cc(F)ccc1[N+](=O)[O-]	-2.3	-0.1	4.9	0.3	-0.8	-4.7	0.8	5.6
39	COc1ccccc1C#Cc1ccc([C@@H]2[C@@H](CO)N3CCCCN(C(=O)C4CCC4)C[C@@H]23)cc1	1.1	-0.1	-12.6	2.8	-5.6[16.7 µM]	5.6	18.4	-0.4
40	COc1ccccc1CCC(=O)Nc1ccc(S(=O)(=O)Nc2nccs2)cc1	4.7	-0.7	4.9	0.6	/	-5.2	-22.9	2.2

Remaining list, next part.
No.	structure	ERAP1 HTS inh	E-sel inducer	PGC1a acetyl inh	Cneo AK release	miR122 inh	RAD54 branch	RAD52 inh	PglD DTNB
41	Cc1ccc(S(=O)(=O)c2nc(NCCCn3ccnc3)sc2Cl)cc1	/	/	-19.2	0.0	8.2	-1.7	/	-7.9
42	COc1cccc(NC(=S)NC(Cc2ccccc2)c2ccccc2)c1 (stereo not drawn)	-1.5	-4.0	/	32.3	6.0	-4.2	4.4	-5.2
43	O=C1C=C(c2ccc(C(=O)O)cc2)C[C@@H](c2ccc(F)cc2)C1	1.0	-0.2	/	-4.4	/	-3.9	-12.9	0.1
44	C[C@H](CO)N1C[C@H](C)[C@H](CN(C)C(=O)Nc2ccc3c(c2)OCO3)Oc2ncc(C#CC(C)(C)O)cc2C1=O	1.0	0.6	13.6	113.0*	-1.7[16.7 µM]	-4.9	-1.9	-4.0
45	COc1cc(/C=N/NC(=O)CSc2n[nH]c(=O)[nH]c2=O)cc(OC)c1O	-2.1	/	-4.6	/	3.7	/	-14.4	/
46	CO[C@H]1CN(C)C(=O)c2cc(NC(=O)c3cnccn3)ccc2OC[C@@H](C)N(C(C)=O)C[C@@H]1C	2.9	0.3	-0.3	-0.7	/	-2.9	-22.9	-3.4
47	CC(C)NC(=O)N(C)C[C@@H]1Oc2ccc(N(C)C)cc2CC(=O)N([C@H](C)CO)C[C@@H]1C	2.9	/	1.7	0.0	-0.5[16.7 µM]	-2.6	6.2	5.2
48	O=C(Cc1cc(=O)oc2cc(O)ccc12)NC(Cc1ccc(Cl)cc1)C(=O)O (stereo not drawn)	-7.4	/	-3.8	-4.3	1.6	-0.5	-7.2	1.1

(next part)
No.	structure	ERAP1 HTS inh	E-sel inducer	PGC1a acetyl inh	Cneo AK release	miR122 inh	RAD54 branch	RAD52 inh	PglD DTNB
49	CCOC(=O)c1c(NC(=O)CSc2nccc(=O)[nH]2)sc(C)c1C	2.4	-0.1	3.7	3.6	-5.7	4.6	-16.7	-0.9
50	O=C(CNc1ccc2c(c1)OCO2)N/N=C\c1cn(Cc2ccccc2)c2ccccc12	/	/	-3.5	4.8	1.3	4.8	/	5.0
51	Cc1cccnc1NC(=O)c1ccc(NS(=O)(=O)/C=C/c2ccccc2)cc1	0.9	/	10.9	-0.4	24.4	-1.0	-4.3	3.7
52	CC(=O)N[C@H]1C=C[C@H](CC(=O)NCC2CCCCC2)O[C@H]1CO	4.6	-0.7	5.5	2.7	/	-1.8	0.8	1.3
53	CCNc1nc(NCC)n2c(SCC(=O)Nc3ccc(F)cc3)nnc2n1	3.5	-0.1	11.8	0.9	-12.1	-0.2	-12.4	2.3
54	Cc1noc(C)c1NC(=O)N(C)C[C@H]1Oc2ccc(NC(=O)NC(C)C)cc2CC(=O)N([C@H](C)CO)C[C@@H]1C	3.2	/	4.4	2.0	1.7[16.7 µM]	7.8	1.3	3.9

Screening data as filed in PubChem BioAssay.

Rows are unselected. About 1.4% of those tested had a hit in this group.
